# Assay outcomes (PubChem BioAssay)
# ERG Ets-DNA blk: ERG Ets/DNA interaction inhibition. 0.028% of 370,000 active. Potency, µM (highest dose often 76.9 µM), for the others: at the top dose FP activity, negative = inhibition, most hits filed as inhibitors. fluorescence polarization, His-ERG Ets domain / labelled DNA. AID 624246; active = well fitted inhibition curve with a large enough effect in the polarisation, with a control signal flat; inconclusive = small, poorly fitted or top-dose-only effect, or effect the other way, or a change in a side signal; inactive = no such curve, though single readings can be large or run the other way; the % refers to the polarisation;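 also: polarization taken with two DNA probes labelled with fluorescein and Texas red; potency is read from the fitted curve at half-maximal effect; % of control where 0% means no effect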
#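 His-tagged ERG Ets domain (1 uM in the protein solution; 300mM KCl, 50mM Tris-HCl, 1mM EDTA, 1mM DTT, pH 7.5) received compound, then a probe mix of 5 nM fluorescein-DNA and 100nM Texas-615-DNA. Fluorescence polarization was read for both dyes.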
# PI4K2A block: blocks human PI4K2A kinase activity; Q9BTU6; purified PI4K2A, ADP-Glo luminescence, 1 h; stronger effect = lower value; activity change, negative = inhibition, % at 76.9 µM; 0.13% of 420,000 active; in the data active = activity change below about -50%; inconclusive = mostly about -30% to -49%;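 also: -100% = wells without enzyme as full effect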
#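 In this quantitative HTS, ADP production by PI4K2A was quantified luminescently after 1 h at ambient temperature; 100 microM adenosine served as plate-quality control.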
# JMJD2A Tudor: inhibitors of human JMJD2A Tudor domain; O75164; AlphaScreen JMJD2A-Tudor / H3K4me3 peptide binding; Potency, µM (top dose mostly 114 µM), for the others: at the highest dose activity change, negative = inhibition, hits mostly inhibitors; 4.4% of 390,000 active; AID 504339; also: potency is read from the fitted curve at half-maximal effect; % is scaled to controls: 0 for no effect and ±100 for the full control effect; nearly all actives have a fitted effect of over 50% in size
# 12-LOX inh: inhibitors of human 12S-lipoxygenase ALOX12. P18054. purified 12hLO, xylenol orange hydroperoxide absorbance. Potency, µM (titrated, usually from 108 µM), for inactives: at the top dose activity change, negative = inhibition, hits mostly inhibitors. 1.1% of 580,000 active. AID 1671190; also: potency is read from the fitted curve at half-maximal effect; % is scaled to controls: 0 for no effect and ±100 for the full control effect
# Target sequence (P18054 whole entry, looked up): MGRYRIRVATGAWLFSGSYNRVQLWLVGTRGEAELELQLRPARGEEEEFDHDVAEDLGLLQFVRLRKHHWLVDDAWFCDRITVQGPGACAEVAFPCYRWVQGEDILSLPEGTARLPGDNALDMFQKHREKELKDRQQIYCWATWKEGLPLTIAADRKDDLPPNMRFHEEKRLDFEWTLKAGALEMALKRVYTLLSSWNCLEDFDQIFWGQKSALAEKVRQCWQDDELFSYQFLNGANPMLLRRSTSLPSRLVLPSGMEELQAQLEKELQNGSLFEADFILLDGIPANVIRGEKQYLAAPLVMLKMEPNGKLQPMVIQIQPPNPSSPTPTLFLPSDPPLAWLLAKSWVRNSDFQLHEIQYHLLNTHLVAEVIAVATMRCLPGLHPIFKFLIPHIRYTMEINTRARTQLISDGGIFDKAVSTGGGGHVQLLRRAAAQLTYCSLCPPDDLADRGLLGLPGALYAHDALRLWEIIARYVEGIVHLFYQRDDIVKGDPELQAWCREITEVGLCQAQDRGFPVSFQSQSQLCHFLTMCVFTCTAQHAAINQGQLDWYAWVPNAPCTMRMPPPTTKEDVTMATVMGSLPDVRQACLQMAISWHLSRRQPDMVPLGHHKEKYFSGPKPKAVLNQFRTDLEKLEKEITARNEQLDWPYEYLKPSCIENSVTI
#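 Hydroperoxide product was detected by ferrous iron/xylenol orange as the 573 to 405 nm absorbance ratio. Arachidonic acid at 40 uM (final) was turned over for 30 min at room temperature by 150 nM human 12hLO, pH 7.0 Hepes buffer, after 15 min compound preincubation.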
# BAZ2B inh: BAZ2B (human) inhibition. Q9UIF8. AlphaScreen BAZ2B-H3K14Ac peptide displacement. Potency, µM (top dose mostly 114 µM), for inactives: at the top dose activity change, negative = inhibition, hits mostly inhibitors. 4.4% of 360,000 active; also: potency is read from the fitted curve at half-maximal effect; % is scaled to controls: 0 for no effect and ±100 for the full control effect; nearly all actives have a fitted effect of over 60% in size
#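 AlphaScreen luminescence quantifies BAZ2B engagement of H3K14Ac peptide; the protein and biotinylated peptide are both at 50 nM final, buffer PBS pH 7.4 with 0.01% Tween-20, all steps at room temperature.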
# GLS inhibitor: glutaminase GLS (human) inhibition. O94925. GLS enzymatic activity, qHTS titration. Potency, µM (highest dose often 45.5 µM), for the others: at the highest dose activity change, negative = inhibition, most hits filed as inhibitors. 0.21% of 410,000 active; also: potency is read from the fitted curve at half-maximal effect; % is scaled to controls: 0 for no effect and ±100 for the full control effect
#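 Two-point fluorescence kinetic (t0, 30 min RT) for hKGA; glutamate detected via glutamate oxidase–HRP–Amplex Red. Substrate: 1 mM L-glutamine solution; buffer 45 mM KH2PO4, pH 8.2.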
# G9a block: inhibitors of human histone lysine methyltransferase G9a | Potency, µM (series often up to 102 µM), for the others: top-dose activity, negative = inhibition, most hits filed as inhibitors | Q96KQ7 | AID 504332 | G9a H3K9 monomethylation, AlphaScreen, 2 h | 8.8% of 350,000 active; also: potency is read from the fitted curve at half-maximal effect; % is scaled to controls: 0 for no effect and ±100 for the full control effect; nearly all actives have a fitted effect of over 75% in size
# Target sequence (Q96KQ7 913-1193 limits assumed): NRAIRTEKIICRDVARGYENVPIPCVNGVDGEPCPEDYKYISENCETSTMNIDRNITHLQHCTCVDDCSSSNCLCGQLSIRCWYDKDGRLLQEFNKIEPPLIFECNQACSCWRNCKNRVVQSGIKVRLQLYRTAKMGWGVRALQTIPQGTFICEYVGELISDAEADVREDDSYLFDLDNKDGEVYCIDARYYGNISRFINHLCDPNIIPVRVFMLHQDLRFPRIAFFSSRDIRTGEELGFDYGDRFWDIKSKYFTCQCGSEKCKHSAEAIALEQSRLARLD
#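 G9a (20 nM) preincubated 15 min RT with compounds, then 500 nM biotinylated H3K9 peptide and 20 uM SAM added; 2 h RT reaction. Monomethyl-H3K9 product detected by AlphaScreen with anti-H3K9me1 antibody, streptavidin donor and anti-rabbit IgG acceptor beads.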
# HP1b binding inh: inhibitors of HP1-beta chromodomain binding to methylated histone tails. 0.56% of 390,000 active. AlphaScreen HP1-beta / biotin-H3K9me3 peptide binding. Potency, µM (top dose mostly 114 µM), for inactives: at the highest dose activity change, negative = inhibition, actives largely listed as inhibitors. AID 540317. P83916; also: potency is read from the fitted curve at half-maximal effect; nearly all actives have a fitted effect of over 70% in size; inactives centre near 23
#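 Compound inhibition of the preformed complex between 50 nM HP1-beta and 50 nM biotinylated H3K9me3 peptide was read by AlphaScreen. Buffer was PBS pH 7.4 with 0.01% Tween-20. Incubations ran 30 min at room temperature, with 10 ug/mL donor/acceptor beads.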
# RGS4 inh: blocks human RGS4-accelerated GTP hydrolysis. P49798. Transcreener GDP fluorescence polarization, RGS4-accelerated GTP hydrolysis. Potency, µM (titrated, usually from 114 µM), for the others: at the highest dose activity change, negative = inhibition, most hits filed as inhibitors. 0.039% of 390,000 active; also: potency is read from the fitted curve at half-maximal effect; % is scaled to controls: 0 for no effect and ±100 for the full control effect; nearly all actives have a fitted effect of over 75% in size; some results filed as inactive show a strong effect at the top dose
#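 MLSMR compounds (23 nl, pin-transferred) preincubated 10 min at room temperature with a 500nM (2x) first reagent, then RGS4 at 900nM (2x) plus Transcreener GDP mix added; fluorescence polarization (620/688 nm) read before and after 90 min at 30 °C.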
# The depositor's hits bear a star; ? = inconclusive; . = no result given; & = joins results of further samples; [ ] = another dose, or the depositor's remark. Unless noted, calls follow the shape of the dose curve; as a rule, active = well fitted curve in the direction sought with a large enough effect; inconclusive = small, poorly fitted or top-dose-only effect, or another doubt; inactive = no such curve, though single readings can be large; an effect the other way counts as inactive or inconclusive. These rows are one share of the data. The share of hits here may be higher or lower than overall.
SMILES,ERG Ets-DNA blk,PI4K2A block,JMJD2A Tudor,12-LOX inh,BAZ2B inh,GLS inhibitor,G9a block,HP1b binding inh,RGS4 inh
Cc1c(C(=O)N2CCOCC2)sc2ncnc(N3CCc4ccccc4C3)c12,10%,-6,-8%,0%,-4%,2%,?,29%,-35%
CC(C)n1cnc2c(Nc3ccc(C(=O)O)cc3)nc(Cl)nc21,1%,-3,-10%,11%,2%,-3%,20%[12.7 µM],52%[activator],-14%
Cc1cccc(N2C(=O)c3cccc4c(N(C)CCO)ccc(c34)C2=O)c1,-4%,-11,20%,.,.,?,2%[59 µM],60%[activator],-26%
CCc1nc2ccc(C(=O)Nc3ccc(NC(C)=O)cc3)cc2nc1CC,-10%,0,-14%,-26%,5%,2%,-11%[59 µM],3%,-7%
CCOC(=O)C1=C(C)NC(C)=C(C(=O)OCC)C1C(=O)OCC(=O)N1c2ccccc2CC1C (stereo unspecified),-15%&3%,-13&-7,-3%&-13%,5%&-22%,15%,5%&10%,-8%,37%&21%[activator],14%&-10%
CC(C)(C)CC(=O)Nc1ccc(C(N)=O)cc1,-2%,5,2%,0%,1%,.,11%[59 µM],17%,8%
Cc1cccc(C(=O)N(Cc2nc(-c3ccc(Cl)cc3)no2)C(C)C)c1,2%,5,0%,-27%,119%[activator],1%,3%[59 µM],104%[activator],-15%
Cc1nn(Cc2ccccc2)c(Cl)c1/C=C/C(=O)OCC(=O)NC(C)C(C)C (stereo unspecified),-1%,-4,7%,-14%,-15%,15%,5%,34%,13%
COc1ccc(OCC(O)CN2C(=O)c3ccccc3C2=O)cc1 (stereo unspecified),13µM*,-7,-15%,0%,-4%,-13%,24%,3%,-95%
CCOc1cc(C(=O)N2CCCC2)cc(OCC)c1OCC,-5%,2,2%,-3%,?,4%,-24%[59 µM],24%,42%
COc1ccc(-c2noc(CN3CCN(c4ccccc4OC)CC3)n2)cc1OC,1%,-8,-22%,-16%,-34%,4%,-41%[59 µM],14%,-5%
Cc1cc2c(cc3c(SCc4ccc(Cl)cc4)nnc(C)n32)o1,-3%,0,?,3%,28µM*,13%,4.5µM*,-14%,7%
COc1ccc(C2CC(c3ccccc3)=NN2C(=O)CN2CCN(Cc3ccccc3)CC2)cc1 (stereo unspecified),7%,4,79µM*,-25%,35µM*,2%,?,-31%,12%
CC12CCC(=O)N1C(C(=O)Nc1nc(-c3ccccc3)cs1)CS2 (stereo unspecified),1%,-2,-4%,-27%,-7%,19%,9%[0.501 µM],8%,-23%
Cn1c(N)c(C(=O)COC(=O)CCC2CCCCC2)c(=O)n(C)c1=O,0%,-8,-16%,87%[activator],0%,2%,4%,41%,24%
O=C(CN1C(=O)C2CCCN2c2ncc(Cl)cc21)NCc1ccc2c(c1)OCO2 (stereo unspecified),-6%,4,-17%,16%,9%,7%,24%[59 µM],25%,-30%
CC/C(=N\NC(=O)CNC(=O)/C=C/c1ccc(OC)cc1)c1ccccc1,2%,-2,-16%,.,-13%,0%,11%,10%,-19%
CCC1CCCCN1S(=O)(=O)c1cc2c3c(c1)CC(=O)N3CCC2 (stereo unspecified),2%,-1,-12%,-23%,-8%,-6%,2%[59 µM],29%,26%
CC(C)c1cc(C(=O)N2CCCC(CCC(=O)N3CCN(c4ccccn4)CC3)C2)no1 (stereo unspecified),-2%,5,-2%,19%,-5%,-3%,11%[59 µM],19%,-10%
Cc1onc(-c2ccccc2)c1C(=O)N/N=C/c1ccc([N+](=O)[O-])s1,.,-3,?,?,?,2%,-6%,-1%,-7%
COc1ccc(Nc2nc3c(C)cccc3cc2C#N)c(OC)c1,-1%,-1,10%,?,3%,7%,6%[59 µM],20%,-2%
COc1ccc(OC)c(CNc2ncc(-c3cccc([N+](=O)[O-])c3)n2C)c1,16%,0,45µM*,-26%,50µM*,0%,28µM*,14µM*,-13%
Fc1ccc(-n2cc(CNCCc3cccnc3)c(-c3ccccc3Cl)n2)cc1,-3%,4,-30%,0%,?,0%,.,2%,9%
COc1ccc2c(c1)c1c(c(=O)n(-c3ccccc3C)c(=O)n1C)n2C,-4%,3,-14%,0%,-3%,-1%,-22%[59 µM],-4%,-8%
CCOC(=O)N1CCN(C(=O)Nc2ccc3nc(-c4ccccn4)c(-c4ccccn4)nc3c2)CC1,6%,-3,-13%,372%[activator],-6%,2%,14%[12.7 µM],36%,2%
O=C(c1ccc(Cl)cc1)c1ccc(OCC(O)CN2CCOCC2)cc1 (stereo unspecified),3%,6,-23%,31%[activator],5%,0%,0%[59 µM],28%,-17%
Cc1ccc(C2C(C#N)=C(N)Oc3c2c(=O)n(C)c(=O)n3C)cc1 (stereo unspecified),5%,-8,-3%,12%,-2%,20%,?,26%,22%
Cc1ccc(C(C(=O)NC2CCCC2)N2CCCC(C)C2)cc1 (stereo unspecified),14%,4,-17%,3%,-3%,0%,7%[59 µM],18%,11%
COc1ccccc1-c1noc(-c2ccc(NC3CCCCC3)c([N+](=O)[O-])c2)n1,-1%,2,-16%,-15%,?,3%,?,57%[activator],25%
Cc1csc2c(N3CCN(C(=S)Nc4ccc(F)cc4F)CC3)ncnc12,2%,0,-4%,?,-6%,-4%,-37%,20%,-29%
C=CCn1c(SCC(=O)Nc2c(C)cccc2C)nnc1-c1cnccn1,13%,-2,4%,?,10%,0%,11%,23%,-26%
Cc1ccc2nc(-c3ccc(NC(=O)CN4C(=O)c5ccccc5C4=O)cc3)sc2c1,1%,-1,-9%,-25%,11%,6%,-18%[59 µM],35%,4%
CCOC(=O)c1cc(NC(=O)NC2CCCCC2)c(C)nc1C,9%,-3,-13%,-20%,-3%,-18%,10%,19%,0%
O=C(CCc1nnc(CCCc2ccccc2)o1)NC(C1CC1)C1CC1,-9%,3,-8%,-1%,-7%,3%,5%,28%,2%
O=C(Cn1cnc2c(nnn2Cc2ccc(Cl)cc2)c1=O)N1CCCc2ccccc21,.,5,-6%,-10%,-3%,1%,8%[59 µM],7%,-12%
COc1cc(C(=O)NCC(=O)OCC(=O)Nc2nnc(-c3ccccc3)o2)cc(OC)c1OC,-16%,26,22µM*,12%,?,9%,-4%[59 µM],12%,-8%
CCc1cc(/C(Cc2ccc3ccccc3n2)=N\O)c(O)cc1O,-4%,-2,?,7%,?,37%[activator],-34%,-8%,16%
Cc1ccnc(N/N=C/c2ccccc2)n1,-5%,-5,2%,-6%,9%,-6%,19%[59 µM],36%,-15%
CC(=O)N1[C@H](Cc2ccccc2)C=C[C@]1(C)C(=O)NCc1ccc(C)o1,14%,-1,-20%,.,-11%,0%,6.3µM*,19%,-1%
CCOc1ccc(C(=O)CCN2CCCCCC2)cc1,0%,34,-9%,130%[activator],0%,17%,5µM*,28%,?
CCOC(=O)c1noc2ncn(CC(=O)Nc3ccc(OC)c(Cl)c3)c(=O)c12,-1%,2,-11%,-22%,-11%,-9%,-14%[59 µM],14%[57 µM],-22%
CCCCc1cc(=O)oc2cc(OS(C)(=O)=O)ccc12,5%,2,8%,0%,-4%,-3%,22%,28%,-9%
COc1cc(-c2cc(-c3ccc(N)cc3)[nH]c(=O)c2C#N)cc(OC)c1OC,11%,1,-12%,-7%,4%,-1%,?,60%[activator],4%
O=C(Nc1nnc(C(F)(F)F)s1)C1COc2ccccc2O1 (stereo unspecified),-16%,-5,-15%,?,-1%,1%,-36%[59 µM],53%,4%
CC(C)(C)N=Cc1cc(-c2ccccc2)sc1O,-2%,5,-13%,0%,-10%,9%,-8%[12.7 µM],?,-8%
O=C(O)C1C2C=CC(C2)C1C(=O)NCCCc1ccccc1 (stereo unspecified),3%,0,-4%,3%,3%,19%,8%[59 µM],32%,6%
CCn1c(SCC(=O)N/N=C/c2ccc(C)o2)nnc1-c1ccc(C(C)(C)C)cc1,4%,1,?,-17%,-36%,14%,?,9%,-8%
Cc1c(Cl)cccc1NC(=O)Nn1cnnc1,0%,5,-20%,3%,4%,1%,.,7%,5%
Cn1c(N)c(C(=O)COC(=O)/C=C/c2cccc(C(F)(F)F)c2)c(=O)n(C)c1=O,6%,-11,-8%,-48%,9%,0%,29%[2.33 µM],16%,-12%
COc1ccc(S(=O)(=O)Nc2ccc(N3CCOCC3)nc2)cc1,5%,1,-6%,-21%,-15%,-5%,6%,34%,-14%
Cc1ccc(C(=O)NC(=S)Nc2ccc(-c3ccc(CO)o3)cc2)cc1,17%,-2,?,?,.,2%,?,-9%,-36%
CC1CCCC/C1=N\Nc1ccc(S(N)(=O)=O)cc1[N+](=O)[O-] (stereo unspecified),4%,5,?,0%,?,0%,-5%[59 µM],?,-8%
Cn1c(=O)c2c(c3ccccc31)OC(=O)CC2c1ccc(C(F)(F)F)cc1 (stereo unspecified),-1%,4,1%,?,-5%,0%,-3%[59 µM],33%,10%
